MITF inh – MITF inhibitors, primary screen, biochemical, AlphaScreen, human. Microphthalmia-associated transcription factor (Homo sapiens), O75030. AlphaScreen MITF homodimerization, bead proximity signal. inhibition, % at 2.6 µM. actives 0.91% (n = 650,000). AID 1259374, 2018; in the data active = inhibition above about 50%;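 also: 0% = vehicle wells with protein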
TEAD-YAP inh – TEAD-YAP interaction inhibition, primary screen, TEAD-YAP interaction inhibitor project, luminescence, HEK-TIYL cells | TEAD-Gal4/YAP UAS-luciferase luminescence | inhibition, % at 9.12 µM | actives 1.4% (n = 640,000); in the data active = inhibition above about 32%;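 also: 0% = median of test compound wells and 100% = reference inhibitor wells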
GPR151 activ – activators of human GPR151, primary screen, cell-based, PathHunter beta-arrestin, luminescence; PathHunter beta-arrestin GPR151 cells; activation, % at 11.2 µM; actives 1% (n = 650,000); AID 1508602, 2020; in the data active = activation above about 4.9%;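 also: 0% = median of compound wells and 100% = cells with positive control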
FBW7 act – FBW7 E3 ligase activators, primary screen, biochemical, AlphaScreen, human; AlphaScreen FBW7–phospho-cyclin E peptide binding, activator screen; normalized activity (activation), % at 26.1 µM; actives 0.13% (n = 650,000); in the data active = normalized activity above about 1.9%;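 also: purified mutant Fbw7 with reduced substrate affinity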
Target sequence (Q969H0 whole entry, looked up): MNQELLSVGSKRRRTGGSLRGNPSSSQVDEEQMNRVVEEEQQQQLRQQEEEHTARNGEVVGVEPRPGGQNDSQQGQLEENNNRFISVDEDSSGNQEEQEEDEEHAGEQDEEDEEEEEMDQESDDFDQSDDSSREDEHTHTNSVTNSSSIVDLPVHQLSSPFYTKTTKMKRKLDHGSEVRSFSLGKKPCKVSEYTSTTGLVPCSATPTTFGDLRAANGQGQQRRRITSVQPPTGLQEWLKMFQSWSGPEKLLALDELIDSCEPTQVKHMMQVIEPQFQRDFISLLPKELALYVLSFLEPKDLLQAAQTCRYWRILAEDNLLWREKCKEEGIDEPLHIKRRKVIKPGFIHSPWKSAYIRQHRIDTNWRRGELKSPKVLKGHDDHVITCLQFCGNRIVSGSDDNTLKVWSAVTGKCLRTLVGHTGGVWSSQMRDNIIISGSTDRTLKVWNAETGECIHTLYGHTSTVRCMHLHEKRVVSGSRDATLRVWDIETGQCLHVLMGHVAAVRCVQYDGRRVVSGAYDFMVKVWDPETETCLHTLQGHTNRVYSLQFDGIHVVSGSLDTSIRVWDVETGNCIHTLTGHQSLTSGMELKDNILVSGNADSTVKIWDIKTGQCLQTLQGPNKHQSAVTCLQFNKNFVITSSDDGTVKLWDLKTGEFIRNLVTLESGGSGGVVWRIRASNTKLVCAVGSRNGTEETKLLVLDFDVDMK
* marks the source's active call; other numbers are inactive results. Compounds as they come. Share with any hit: about 3.4%.

SMILES | MITF inh | TEAD-YAP inh | GPR151 activ | FBW7 act
CCc1ccc(N2CC(C(=O)OC)CC2=O)cc1 (centres undefined) | 9.2 | 10.5 | -0.2 | 0.0
Cn1nnc(NC(=O)c2ccc(Cl)cc2Cl)n1 | 4.1 | -15.9 | 0.4 | 0.1
COC(=O)C1=C(C)NC(=O)NC1c1cc(OC)c(O)c(OC)c1 (centres undefined) | -3.2 | 4.1 | 1.0 | -0.2
COc1ccc(OCc2nc(-c3ccccc3Cl)no2)cc1 | -17.7 | -49.0 | 1.6 | 0.0
Cc1cc(=O)c(C(=O)N2CCCCC2)c(CCc2ccccc2)n1Cc1ccccn1 | 2.8 | -3.7 | 1.4 | 0.0
N#Cc1cc2c(N)c(-c3ccc([N+](=O)[O-])cc3)sc2nc1N | -8.1 | -9.7 | -0.6 | 0.1
CCOC(=O)Cn1cc(/C=C2\NC(=S)N(CC)C2=O)c2ccccc21 | 23.3 | 2.9 | -1.0 | 0.1
COc1ccc(Nc2cc(C(=O)NCCCN3CCCC3)c3ccccc3n2)cc1OC | 0.7 | 12.3 | -1.0 | -0.3
N#CCCn1cc(C=C2C(=O)NC(=O)NC2=O)c(-c2ccc(Br)cc2)n1 | 2.8 | 7.7 | 1.2 | 0.1
CCOC(=O)C(C#N)C(=O)c1ccc(F)c(F)c1 (centres undefined) | -4.7 | 0.0 | -1.2 | 0.1
CCCOC(=O)c1ccc(NC(=O)c2ccc(OC)cc2)cc1 | 16.5 | -6.0 | 2.5 | 0.0
CN(Cc1ccccc1)C(=O)Cc1c(C(=O)O)n(C)c2ccccc12 | 12.8 | -1.4 | 0.5 | 0.2
CCOC(=O)c1c(NC(=O)C(C)Sc2nnc(CNC(=O)c3ccc(OC)cc3)n2C2CCCCC2)sc2c1CCC2 (centres undefined) | -3.8 | -0.8 | 0.2 | 0.1
Cc1ccccc1CS(=O)(=O)Cc1ccc(C(=O)NC2CC2)o1 | 10.0 | 3.4 | 0.9 | 0.2
Cc1ccc(-c2c(N3CCc4ccccc43)c(=O)c2=O)cc1 | -3.8 | 3.7 | -0.5 | 0.0
CCOC(=O)C(CC)Sc1ccc2nnc(-c3ccccc3)n2n1 (centres undefined) | -15.3 | -14.8 | -0.7 | 0.1
O=C(/C=C/c1ccc([N+](=O)[O-])cc1)Nc1ccc(-c2nnc3n2CCCCC3)cc1 | 5.2 | -1.6 | 2.6 | 0.3
Cc1cc2c(cc1C)C(c1cc3c(cc1[N+](=O)[O-])OCO3)CC(=O)N2 (centres undefined) | 2.1 | 11.7 | -0.7 | 0.0
Cc1cc(C)c2nc(NC(=O)c3ccc(N)cc3)sc2c1 | -9.6 | -29.8 | 0.0 | -0.3
O=C(NCc1cccs1)c1ccc2c(c1)N(Cc1ccc(Cl)cc1)C(=O)CS2=O (centres undefined) | -1.8 | 1.7 | -0.9 | 0.1
Cc1ccc(C(=O)OCC(=O)c2ccccc2)cc1S(=O)(=O)N1CCOCC1 | -7.9 | 0.2 | 0.7 | 0.1
Cc1ccc(C2(C(=O)N3CCC(O)(c4ccccn4)CC3)CC2)cc1 | -2.5 | 2.6 | 0.9 | 0.0
O=C(c1ccccc1Cl)N(Cc1ccccc1F)N1C(=O)CCCC1=O | -3.5 | -10.8 | 1.3 | -0.2
CCOC(=O)c1c(-c2cccs2)csc1NC(=O)C(OC(C)=O)c1ccccc1 (centres undefined) | -17.8 | 0.8 | -0.9 | 0.0
O=C(c1csc2ccccc12)N1CCCCCC1 | 13.2 | -8.6 | 0.2 | 0.6
CCNC(=S)N1CCN(Cc2cc(OC)ccc2OC)CC1 | 8.4 | 9.6 | -0.2 | 0.5
Cc1ccc(NC2=C(Cl)C(=O)OC2C(C(N)=O)C(N)=O)cc1 (centres undefined) | 3.5 | 14.6 | -0.3 | -0.1
COc1cc(Cl)c(C)cc1NC(=O)CN1CCCC1 | 5.3 | -4.4 | 0.3 | -0.1
O=C(Nc1ccc(C(=O)O)cc1)/C(=C\c1ccc([N+](=O)[O-])cc1)NC(=O)c1ccco1 | -3.1 | -4.2 | 1.0 | 0.1
CN1CCCN(Cc2ccc([N+](=O)[O-])s2)CC1 | 51.9* | 0.3 | 0.1 | 0.0
O=C(N/C(=C\c1cccnc1)C(=O)N1CCCCC1)c1ccccc1 | 5.8 | 8.6 | -1.9 | 0.2
Cc1ccc(-c2cc(C(F)(F)F)n3ncc(C(=O)Nc4cc(Cl)ccc4Cl)c3n2)cc1 | -7.7 | -5.6 | -0.3 | -0.2
CC1(C)CCCC2=C1CC(C(=O)O)C(C(=O)NCc1cccnc1)C2 (centres undefined) | 6.9 | 4.2 | -0.3 | 0.1
CN(Cc1ccccc1)S(=O)(=O)c1cc(C(=O)Nc2ccc(Br)cc2)ccc1F | -2.3 | 40.8* | 1.0 | 0.1
CCOC(=O)c1c(NC(=O)/C=C/C(=O)O)sc(C)c1C | -0.4 | 28.1 | -1.6 | 0.5
O=c1c2ccccc2c2ccccc2c(=O)n1Cc1cccnc1 | -0.3 | -1.9 | -0.1 | -0.3
CCCOc1ccc(C(=O)Nc2cc(-c3nc4cc(Cl)ccc4o3)ccc2C)cc1 | 0.9 | -43.0 | -0.9 | 1.6
CCC(=O)N1CCc2cc(S(=O)(=O)N3CC=C(c4ccccc4)CC3)ccc21 | 0.7 | 4.4 | 0.8 | -0.3
Cc1ccc2c(N)c(C(=O)O)sc2n1 | 2.5 | -22.8 | 0.7 | 0.0
COc1ccc(NC(=S)NCc2cc(C)n(C)n2)cc1OC | 4.2 | 3.3 | 2.2 | 0.0
Oc1ccc(/C=N/Nc2nccnc2Cl)cc1 | 9.0 | -53.2 | -6.6 | -0.1
N#Cc1ccccc1OCC(=O)C1CC1 | 8.7 | -9.6 | -0.9 | 0.7
CCSc1nc(O)c(CC)c(=O)n1C(C)CC (centres undefined) | 7.7 | -1.1 | -1.1 | 0.2
Cc1cc2ncn(CC3CCN(C(=O)COc4ccc(F)cc4)CC3)c2cc1C | 1.4 | -3.5 | 2.4 | 0.1
O=C(CSc1nc2ccccc2o1)Nc1ccc(C(=O)O)cc1 | 3.1 | -8.3 | -1.6 | -0.1
O=C1NC(=S)S/C1=C/c1ccc(N2CCCC2)c([N+](=O)[O-])c1 | -1.9 | -3.3 | -1.4 | -0.1
NS(=O)(=O)c1ccc(NC(=S)N2CCN(C(=O)C3CCCO3)CC2)cc1 (centres undefined) | 7.3 | -3.1 | -1.0 | 0.8
CC1(C2CCN(Cc3cc4ccccc4[nH]3)CC2)NC(=O)N(Cc2ccsc2)C1=O (centres undefined) | 13.8 | 3.1 | -0.9 | 0.9
O=C1OC(C2CCCCC2)=N/C1=C\c1ccccc1 | 15.4 | -5.0 | -0.8 | -0.1
CCC(=O)Nc1cc(C)nn1-c1nc(CC)cc(=O)[nH]1 | 12.1 | 3.5 | 0.8 | -0.1
O=C(Nc1cccc(-c2nc3ccccc3[nH]2)c1)C1CCCCC1 | -11.1 | -30.1 | -2.3 | 1.1
CCc1n[nH]c(=S)n1N=C1CCC(C)CC1 (centres undefined) | 59.4* | 2.5 | 0.5 | 0.3
Cc1ccccc1OC(=O)NC(=O)c1ccccc1 | 14.8 | 7.6 | -0.6 | 0.6
CN(C)c1ccc(C(=O)c2ccc(N(C)C)c([N+](=O)[O-])c2)cc1[N+](=O)[O-] | 15.0 | 4.0 | -1.3 | 0.5
CCn1c(SCC(=O)NNC(=O)C(C)C)nc2c1c(=O)n(C)c(=O)n2C | -3.0 | 2.8 | -0.2 | 0.0
Cc1ccccc1OCC(=O)NNC(=O)c1ccccc1Br | -8.8 | 2.6 | 2.4 | 0.1
COc1ccccc1NC(=O)Nc1nnc(-c2ccc([N+](=O)[O-])cc2)s1 | 17.0 | 9.7 | -1.0 | 0.0
CCOC(=O)Cc1cc(=O)n2[nH]c(C)cc2n1 | 24.7 | -1.9 | -2.0 | 0.6
CC1CCN(Cc2nnnn2CC(=O)NCCCn2ccnc2)CC1 | -2.8 | 1.9 | -1.9 | -0.2
CC(=O)c1cccc(-c2ncc(C(=O)Nc3ccc(Oc4ccccc4)cc3)s2)c1 | 14.5 | 5.1 | 1.1 | 0.2

Retrieved one by one from above:
SMILES | MITF inh | TEAD-YAP inh | GPR151 activ | FBW7 act
CCn1c(SCC(=O)NNC(=O)C(C)C)nc2c1c(=O)n(C)c(=O)n2C | -3.0 | 2.8 | -0.2 | 0.0
CN(C)c1ccc(C(=O)c2ccc(N(C)C)c([N+](=O)[O-])c2)cc1[N+](=O)[O-] | 15.0 | 4.0 | -1.3 | 0.5
CCC(=O)Nc1cc(C)nn1-c1nc(CC)cc(=O)[nH]1 | 12.1 | 3.5 | 0.8 | -0.1

The main list resumes with the 5 entries that preceded the break.
SMILES | MITF inh | TEAD-YAP inh | GPR151 activ | FBW7 act
Cc1ccccc1OCC(=O)NNC(=O)c1ccccc1Br | -8.8 | 2.6 | 2.4 | 0.1
COc1ccccc1NC(=O)Nc1nnc(-c2ccc([N+](=O)[O-])cc2)s1 | 17.0 | 9.7 | -1.0 | 0.0
CCOC(=O)Cc1cc(=O)n2[nH]c(C)cc2n1 | 24.7 | -1.9 | -2.0 | 0.6
CC1CCN(Cc2nnnn2CC(=O)NCCCn2ccnc2)CC1 | -2.8 | 1.9 | -1.9 | -0.2
CC(=O)c1cccc(-c2ncc(C(=O)Nc3ccc(Oc4ccccc4)cc3)s2)c1 | 14.5 | 5.1 | 1.1 | 0.2
CCc1ccc(OC(=O)COc2ccc([N+](=O)[O-])cc2)cc1 | -1.4 | 1.6 | -0.2 | -0.1
COCCN=C1NC(=O)C(CC(=O)Nc2cccc(Cl)c2C)S1 (centres undefined) | 11.0 | -3.6 | 2.0 | 0.4
CC1CCc2c(sc3c2c(=O)n(-c2ccccc2)c2n[nH]c(=S)n32)C1 (centres undefined) | -11.2 | -2.3 | 1.1 | -0.1
CC(C)(C)n1cc(-c2cnc3ccccc3n2)cn1 | 9.3 | 77.6* | -7.6 | 0.3
O=C1N/C(=N/N=C\c2cccs2)SC1Cc1ccccc1 (centres undefined) | 4.1 | 17.8 | -0.9 | 1.4
COc1cc(/C=N/NC(=O)COc2ccc(C)c(C)c2)cc(Br)c1O | 20.1 | 0.0 | -0.7 | 0.0
CC1CC2c3ccccc3NC2C(=O)N1 (centres undefined) | 11.6 | 14.5 | 0.6 | 0.0
CCCC/C(C)=N/NC(=O)CSCc1ccc(Cl)cc1 | 4.8 | -4.7 | 1.5 | 0.6
CC(C)(C)NC(=O)CCNS(=O)(=O)c1cc(Br)cnc1N | 13.6 | 0.0 | -1.6 | 0.0
COc1ccc(Cn2c(C)nc([N+](=O)[O-])c2SCCC#N)cc1[N+](=O)[O-] | 12.2 | 4.2 | 3.4 | 0.3
Cc1cnc(CN2CCC(C(Cc3ccc(F)cc3)N(C)Cc3cn(C)nc3C)CC2)[nH]1 (centres undefined) | -9.5 | -1.6 | 3.4 | -0.2
O=C(Nc1ccc2c3c(cccc13)C(=O)N(c1ccccc1)C2=O)c1cc2nc(-c3cccs3)cc(C(F)(F)F)n2n1 | 1.1 | -8.1 | 1.1 | 0.0
CCn1cc(SC(=N)N)c2ccccc21 | -0.3 | 13.0 | 2.9 | -0.2
Cc1ccc(C)c(N2CCN(C(=O)c3cccc([N+](=O)[O-])c3)CC2)c1 | 5.9 | 11.0 | 1.6 | -0.1
COC(=O)C(NC(=O)C(F)(F)F)C12CC3CC(CC(C3)C1)C2 (centres undefined) | -0.9 | 6.3 | 0.1 | 0.2
COC(=O)c1ccc(COc2ccc(C=O)c(O)c2)cc1 | 1.9 | 2.7 | 1.6 | 0.1
CCN1C(=O)C2(SC(NC(C)=O)=NN2C(C)=O)c2ccccc21 (centres undefined) | -5.5 | 0.2 | -0.1 | 0.0
COc1ccccc1C1(NC(=O)c2cnsc2)CCCC1 | 7.8 | 17.1 | -1.5 | 0.8
CC(=O)N1CCc2c(sc(NC(=O)C3CCCCC3)c2C(N)=O)C1 | 5.9 | 7.2 | 4.6 | -0.1
CCOc1cc(/C=C2\C(=O)N(c3cccc(Cl)c3)N=C2C)ccc1OC(C)=O | 11.6 | 21.1 | 3.3 | -0.1
CCCCCCCC1=NN2C(=N)/C(=C/c3ccc(-c4ccccc4[N+](=O)[O-])o3)C(=O)N=C2S1 | 4.9 | -1.2 | 5.6* | 0.6
Cc1c(C(=O)OCCOc2ccccc2F)cccc1[N+](=O)[O-] | 3.1 | -20.5 | -1.1 | 0.2
O=C1NC(/C=C/c2ccco2)Nc2sc3c(c21)CCN(Cc1ccccc1)C3 (centres undefined) | 5.2 | -4.9 | 0.0 | -0.2
CCS(=O)(=O)c1nc2ccccc2n1CC(=O)N1CCOCC1 | 10.3 | 0.4 | -1.2 | -0.1
Cc1c(C(=O)N2CCOCC2)oc2c1-c1nn(CC(=O)NCc3ccccn3)cc1CC2 | -0.3 | -13.1 | -1.2 | -1.0
